From PubChem BioAssay
Lmaj promast – Leishmania major promastigote growth inhibition, primary screen. Leishmania major promastigotes, resazurin fluorescence viability. inhibition, % at 10 µM. 200,000 compounds, 9% hits; in the data active = inhibition above about 50%;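 also: promastigotes grown with compound for 44 hours at 28 °C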
Efa HMGR inh – inhibitors of E. faecalis class II HMGR, primary screen, biochemical, Enterococcus faecalis. purified E. faecalis HMGR, NADPH absorbance 340 nm kinetic. AID 1066, 2008. 190,000 compounds, 0.41% hits. inhibition, % at 10 µM. HMG-CoA reductase (Enterococcus faecalis, mvaE);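 active = inhibition above a set limit, the median over all tested compounds plus 3 SD, cut at about 9.5% in these data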;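 also: enzyme runs in reverse so mevalonate oxidation gives rising NADPH absorbance; 0% = complete reaction with DMSO and 100% = background rate lacking mevalonate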
PPARg SRC-2 ag – agonists of PPARg-SRC-2 recruitment, primary screen, biochemical, HTS; Peroxisome proliferator-activated receptor gamma (Homo sapiens), P37231; 200,000 compounds, 0.34% hits; activation, % at 8 µM; PPARgamma LBD-SRC-2 recruitment; in the data active = activation above about 22%;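 also: 0% = vehicle and 100% = reference agonist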
PPARg SRC-3 ag – PPARgamma agonists recruiting SRC-3 coactivator, primary screen, biochemical; biochemical PPARgamma/SRC-3 coactivator recruitment assay; activation, % at 8 µM; 200,000 compounds, 0.26% hits; AID 731, 2007; in the data active = activation above about 23%;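 also: 0% = DMSO and 100% = reference agonist; some compounds past the cut are filed as inactive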
S1P3 antagonist – S1P3 receptor antagonists, primary screen, cell-based; Sphingosine 1-phosphate receptor 3 (Homo sapiens), Q99500; CHO S1P3 NFAT-BLA reporter, FRET fluorescence, antagonist mode; inhibition, % at 4.98 µM; 170,000 compounds, 0.27% hits;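 active = inhibition above the plate cutoff, the mean inhibition of test wells on that plate plus 3 SD, cut at about 28% in these data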;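 also: cells challenged with S1P at its EC80 of 0.8 µM; blue over green emission ratio from cleaved BLA substrate after 4 h stimulation; 0% = S1P-stimulated wells and 100% = unstimulated DMSO-only wells; some compounds past the cut are filed as inactive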
Target sequence (Q99500 whole entry, looked up): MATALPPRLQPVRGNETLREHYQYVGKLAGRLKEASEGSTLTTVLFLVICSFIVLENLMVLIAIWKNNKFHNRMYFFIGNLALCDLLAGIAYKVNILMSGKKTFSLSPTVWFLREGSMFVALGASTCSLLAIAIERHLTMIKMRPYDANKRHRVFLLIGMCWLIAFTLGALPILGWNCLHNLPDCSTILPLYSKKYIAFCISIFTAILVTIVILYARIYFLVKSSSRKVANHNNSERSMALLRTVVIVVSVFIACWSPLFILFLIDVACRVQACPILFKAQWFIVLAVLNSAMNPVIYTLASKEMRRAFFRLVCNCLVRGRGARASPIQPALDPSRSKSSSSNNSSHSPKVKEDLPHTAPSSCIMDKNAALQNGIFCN
ROMK mod – ROMK potassium channel modulators, primary screen, cell-based, thallium flux, MLSMR library; ATP-sensitive inward rectifier potassium channel 1 (Homo sapiens), P48048; Tet-inducible ROMK, thallium flux fluorescence; actives lie on both sides; B-score at 10 µM; 130,000 compounds, 2% hits; AID 1918, 2009;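 active = signal ratio slope over the read window, or its plate-corrected B-score, at least 3 SD from the plate mean, either direction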;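 also: B-score of the F/F0 ratio slope over 7 to 12 s after thallium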
Target sequence (P48048 whole entry, looked up): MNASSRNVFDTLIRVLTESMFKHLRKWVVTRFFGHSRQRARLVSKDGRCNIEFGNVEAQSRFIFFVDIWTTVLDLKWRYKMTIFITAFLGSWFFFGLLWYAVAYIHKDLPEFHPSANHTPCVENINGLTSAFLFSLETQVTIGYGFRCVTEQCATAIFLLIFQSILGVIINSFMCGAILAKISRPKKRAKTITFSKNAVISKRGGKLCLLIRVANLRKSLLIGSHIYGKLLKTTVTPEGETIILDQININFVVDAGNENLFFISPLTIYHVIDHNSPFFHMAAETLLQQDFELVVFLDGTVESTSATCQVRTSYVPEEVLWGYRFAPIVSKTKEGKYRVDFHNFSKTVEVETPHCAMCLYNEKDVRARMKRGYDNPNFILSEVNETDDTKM
bIAP inh – bovine intestinal alkaline phosphatase inhibitors, primary screen, selectivity assay for TNAP inhibitor project, biochemical, bovine IAP, CDP-star luminescence. inhibition, % at 20 µM. AID 1019, 2008. purified bovine IAP, 30 min. alkaline phosphatase, intestinal [Bos taurus]. 190,000 tested, under 10 active;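 active = over 50% inhibition of intestinal alkaline phosphatase at 20 µM in the single-dose screen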
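Assay system – bovine IAP enzyme · Quantity – bovine IAP at 1/65,000,000 final dilution · Detection – CDP-star luminescence signal · Times – 30 min reaction at room temperature · Also added – CDP-star substrate at 30 µM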
RAM network inh – inhibitors of the yeast RAM network, primary screen, dse1pr::URA3 reporter, 5-FOA selection. S. cerevisiae dse1pr::URA3 reporter, 5-FOA growth OD615, 2 d; analog-sensitive cbk1-as2 kinase mutant strain. inhibition, % at 50 µM. 190,000 compounds, 1.8% hits. AID 868, 2007;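 active = inhibition above a set limit, 3 SD over mean compound inhibition, cut at about 8.4% in these data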;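 also: 0% = DMSO-only wells with no growth and 100% = 10 µM 1-NA-PP1 full growth; inhibition rescues growth on 5-FOA so higher OD means more RAM inhibition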
TR-FRET SRC-2 ct – TR-FRET signal artefacts, primary screen, artefact control for PPARgamma SRC-2 agonist project, biochemical; AID 1049, 2008; 200,000 compounds, 0.4% hits; TR-FRET ratio at 8 µM; TR-FRET artefact counter-screen; active compounds read high; in the data active = TR-FRET ratio above about 2000; also: inactives centre near 1500
Redox H2O2 prof – compounds producing H2O2 with reducing agent – biochemical, NIH compound library profiling, artefact control for MLSCN library redox annotation, primary screen; 200,000 compounds, 0.03% hits; DTT-dependent redox cycling H2O2, phenol red/HRP absorbance; 100% = 100 µM peroxide control, 0% = buffer; activation, % at 10 µM; AID 878, 2007;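 active = activation of at least 50% relative to the plate's high and low controls in the primary single-dose screen; inactive = activation below 50%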;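 also: compound incubated with DTT at 0.8 mM final as the reducing agent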
PPARg SRC-1 ag – PPARgamma agonists recruiting SRC-1 coactivator, primary screen, biochemical. PPARgamma-SRC-1 coactivator recruitment biochemical assay. activation, % at 8 µM. 200,000 compounds, 0.41% hits; in the data active = activation above about 19%;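 also: 0% = DMSO and 100% = reference agonist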
* = called active by the depositor; . = no result given.

Compound	Lmaj promast	Efa HMGR inh	PPARg SRC-2 ag	PPARg SRC-3 ag	S1P3 antagonist	ROMK mod	bIAP inh	RAM network inh	TR-FRET SRC-2 ct	Redox H2O2 prof	PPARg SRC-1 ag
COc1ccc(/C(C)=C(\C#N)C(=O)OC(C)C)cc1OC	-7	-2	14	-3	.	-1.3	4	2.6	1596	-0.7	2
O=C(N/C(C(=O)N1CCOCC1)=C(\Sc1ncccn1)c1ccccc1)c1ccccc1	40	-1	0	3	-1	.	20	2.0	1619	-1.0	6
CN(Cc1ccccc1)S(=O)(=O)c1ccccc1[N+](=O)[O-]	8	2	1	1	7	.	15	1.8	1516	-1.1	2
O=C1N/C(=N\N=C\c2ccc3ncccc3c2)SC1Cc1ccc(SC(F)F)cc1 (stereo not drawn)	1	3	3	3	.	0.12	-12	1.7	1634	-1.4	0
COc1cc(/C=C/C2=CC(C)(C)NC(=S)N2)cc(OC)c1OC	0	-3	5	-3	3	1.7	25	0.6	1693	-0.2	6
Cc1c(O)nc(SCC(=O)Nc2ccc3c4c(cccc24)CC3)n(-c2ccc(F)cc2)c1=O	29	4	8	2	-13	1.1	-2	9.2*	1655	0.0	5
CC(=O)Nc1nc(=S)n(-c2ccccc2)[nH]1	-8	-1	-1	-8	8	0.39	4	-0.7	1504	-1.1	8
OCCC1CN(Cc2nc3ccccc3s2)CCN1C1CCCCC1 (stereo not drawn)	18	0	2	5	-4	0.23	-10	1.0	1548	-0.7	2

Further compounds:
Compound	Lmaj promast	Efa HMGR inh	PPARg SRC-2 ag	PPARg SRC-3 ag	S1P3 antagonist	ROMK mod	bIAP inh	RAM network inh	TR-FRET SRC-2 ct	Redox H2O2 prof	PPARg SRC-1 ag
CC(=O)Nc1c(C)ccc(S(N)(=O)=O)c1C	-7	4	4	2	-16	.	8	0.0	1585	0.2	0
COc1ncnc2c1oc1nc(C(C)C)c3c(c12)CC(C)(C)OC3	10	4	-8	3	-34	-1	5	2.8	1295	-0.3	-2
O=C(O)/C=C/C(=O)Nc1cccnc1	-5	-2	-2	-2	-9	.	-1	-0.4	1561	-0.1	3
Cc1cc(C)n(CC(=O)n2nc(C)cc2C)n1	-9	-3	8	-6	.	0.58	8	0.0	1633	2.3	4
CN(C)c1nc(Nc2ccccc2)nc(Oc2ccc(=O)[nH]n2)n1	2	-2	3	-2	.	-0.66	-8	2.1	1532	1.0	0
O=C(Cc1ccccc1)Nc1c2c(nn1-c1cccc(Cl)c1)CS(=O)(=O)C2	3	-3	-1	12	.	.	3	2.3	1563	-0.3	3
CC(=O)Nc1ccc(S(=O)(=O)NC(C)C(=O)NC(C)c2ccccc2)cc1 (stereo not drawn)	7	2	-6	-1	-8	0.65	5	-1.0	1469	-0.6	2
O=C(COC(=O)c1ccccc1)NCCC1=CCCCC1	-4	-5	-9	-4	6	-1.2	-1	-0.4	1570	0.0	-5

Three compounds already listed, ordered by their value in Redox H2O2 prof, high to low:
smiles	Efa HMGR inh	PPARg SRC-3 ag	S1P3 antagonist	ROMK mod	bIAP inh	RAM network inh	Redox H2O2 prof	PPARg SRC-1 ag
Cc1cc(C)n(CC(=O)n2nc(C)cc2C)n1	-3	-6	.	0.58	8	0.0	2.3	4
CC(=O)Nc1c(C)ccc(S(N)(=O)=O)c1C	4	2	-16	.	8	0.0	0.2	0
O=C(Cc1ccccc1)Nc1c2c(nn1-c1cccc(Cl)c1)CS(=O)(=O)C2	-3	12	.	.	3	2.3	-0.3	3

(listing goes on)
Compound	Lmaj promast	Efa HMGR inh	PPARg SRC-2 ag	PPARg SRC-3 ag	S1P3 antagonist	ROMK mod	bIAP inh	RAM network inh	TR-FRET SRC-2 ct	Redox H2O2 prof	PPARg SRC-1 ag
O=S(=O)(c1cccc(-c2nnc(-c3ccc(Br)cc3)o2)c1)N1CCCCCC1	30	0	-6	2	.	-0.28	6	1.8	1475	3.1	5
O=C1CN(C(=O)COC(=O)Cc2ccsc2)c2ccccc2N1	-5	-3	4	-4	-25	.	16	0.5	1405	0.1	2
Cc1ccsc1-c1nc(CSCC(=O)NCc2ccc3c(c2)OCO3)c(C)o1	-3	2	1	0	0	.	6	-0.5	1512	-1.1	6
Cc1ccc(S(=O)(=O)N(CC(=O)O)c2ccc(Cl)c(C(F)(F)F)c2)cc1	-2	-5	3	-5	-17	0.65	8	1.0	1477	-0.7	-5
CS(=O)(=O)c1ccc2nc(NC(=O)C3COc4ccccc4O3)sc2c1 (stereo not drawn)	1	-4	4	3	-21	0.99	7	6.9	1559	-0.1	5
O=C(O)C1CC=CCC1C(=O)Nc1ccccc1C(=O)N1CCN(c2ccc(F)cc2)CC1 (stereo not drawn)	-3	0	11	4	-18	-0.11	-3	2.2	1694	0.0	6
O=C(NCCNC(=O)C1CC2CCC1C2)C1CC2CCC1C2 (stereo not drawn)	-4	1	5	6	-16	.	8	1.9	1499	2.2	2
CN(C)C(=O)Cn1c(SCC(=O)N2CCCc3ccccc32)nc2ccccc21	1	-6	4	-3	-1	.	-6	0.4	1386	0.8	-3

The list goes on:
Compound	Lmaj promast	Efa HMGR inh	PPARg SRC-2 ag	PPARg SRC-3 ag	S1P3 antagonist	ROMK mod	bIAP inh	RAM network inh	TR-FRET SRC-2 ct	Redox H2O2 prof	PPARg SRC-1 ag
COC(=O)C1=C(C)NC(=O)CC1c1ccccc1 (stereo not drawn)	-3	1	-2	1	.	.	-3	1.0	1427	1.7	2
CN(C)NC(=S)NC(=O)C12CC3CC(CC(C3)C1)C2	9	1	1	-1	-15	1.5	-45	0.1	1455	0.5	0
COc1ccc2[nH]c(=O)c(CN(Cc3cccs3)C(=S)Nc3cccc(C)c3)cc2c1	100*	-6	-12	-6	18	0.073	7	10*	1277	0.9	-12
CCOC(=O)C1=C(C)NC(=O)NC1c1cc(C)sc1C (stereo not drawn)	-4	-2	7	6	-16	.	11	-0.7	1308	0.8	0
CC(C)N(C(=S)Nc1cccc(C(F)(F)F)c1)C(C)c1ccccn1 (stereo not drawn)	14	-1	-7	-2	-5	-1.5	23	-2.2	1331	-0.7	-3
Cc1nc(NC(=O)c2ccccc2)sc1-c1csc(NCc2ccco2)n1	45	-2	5	4	31	.	10	3.3	1722	3.8	8
Nc1ccc(Cc2ccc(N)c(O)c2)cc1O	99*	1	7	12	-10	-1.6	15	2.5	1500	0.6	1
COc1ccc([N+](=O)[O-])cc1N(CC(=O)NC1CCCC1)S(C)(=O)=O	0	1	-3	-2	-2	-0.015	-1	-0.4	1420	-0.5	-5

(next part)
Compound	Lmaj promast	Efa HMGR inh	PPARg SRC-2 ag	PPARg SRC-3 ag	S1P3 antagonist	ROMK mod	bIAP inh	RAM network inh	TR-FRET SRC-2 ct	Redox H2O2 prof	PPARg SRC-1 ag
O=c1ccnc(SCn2nnc3ccccc3c2=O)[nH]1	-3	-7	8	3	.	-0.12	6	-0.9	1475	-1.4	-8
O=c1[nH]c(SCc2ccc(F)cc2)nc2c1cnn2-c1ccc(F)cc1	-1	.	-2	7	-17	.	4	.	1417	-0.4	4
CCOC(=O)C1CCN(Cc2nc3ccccc3c(=O)n2-c2ccc(F)cc2)CC1	-1	-3	3	0	.	0.39	3	1.5	1399	-0.1	6
O=C(NCc1ccco1)C1CCCN1C(=O)Nc1ccccc1Cl (stereo not drawn)	-10	-1	-1	2	-9	0.83	-18	1.0	1467	-0.4	-3
Cc1cc(C)c2ccc(C)[n+]([O-])c2c1O	-10	-5	7	1	1	-0.032	1	0.1	1684	0.6	4
CCCCCCN1C(=O)C(O)=C(C(C)=O)C1c1ccc(Cl)cc1 (stereo not drawn)	-10	-5	12	4	-4	.	-1	4.5	1713	-0.2	7
O=C(c1ccccc1)c1ccc(CN2C(=O)c3ccccc3C2=O)o1	1	-3	-1	6	-21	-0.97	22	1.4	1606	0.5	3
CCCn1c(NCc2ccc(C)o2)nc2ccccc21	23	-2	4	-1	-10	.	15	0.5	1853	0.1	10

(cont.)
Compound	Lmaj promast	Efa HMGR inh	PPARg SRC-2 ag	PPARg SRC-3 ag	S1P3 antagonist	ROMK mod	bIAP inh	RAM network inh	TR-FRET SRC-2 ct	Redox H2O2 prof	PPARg SRC-1 ag
CCCn1cc(S(=O)(=O)CC(=O)N2CCc3ccccc32)c2ccccc21	8	1	2	2	.	.	2	6.2	1567	-2.2	3
Nc1nc(SCc2ccc(F)cc2)ns1	-7	-1	-8	-3	8	1.4	-3	-0.1	1567	-0.3	7
CCc1nnc(NC(=O)CSc2nnc(CSc3nc(C)cc(C)n3)n2CC)s1	-3	.	12	1	-22	.	.	.	1637	0.7	-9
Cc1cccc(C(=O)NC(=S)N2CCN(c3ccc([N+](=O)[O-])cc3)CC2)c1	37	-4	-10	6	-9	0.85	-3	6.5	1555	0.1	3
Cc1ccc(-c2nnn(CC(=O)NCC3COCCO3)n2)o1 (stereo not drawn)	2	1	5	3	-38	.	6	0.7	1389	-0.2	6
CCc1c(C)sc(NC(=O)c2ccco2)c1C(=O)N1CCCCC1	53*	-8	3	0	1	.	4	-0.9	1506	-3.3	4
CN(C)S(=O)(=O)c1ccc(C(=O)Oc2ccccc2)cc1	36	1	12	5	-5	.	13	1.7	1708	1.8	-1
COc1cccc(N2C(=O)C(Cc3c[nH]c4ccccc34)NC2=S)c1 (stereo not drawn)	-3	-6	4	2	-3	.	15	0.2	1639	0.3	3
NC(=O)N/N=C\c1cc(Br)ccc1O	-12	-2	1	-3	-8	-1.5	1	0.7	1518	0.1	3

Random draw from the library. Share with any hit: about 13%.
